Assay outcomes: PubChem BioAssay, several laboratories
PKA-R2B act = PKA-R2B complex activation; P22694+P31323; PKA-R2B holoenzyme dissociation, Cy5-IP20 fluorescence polarization; R2B truncated from residue 108, S112A mutant; 0% DMSO only, 100% 113 µM cGMP; 0.079% of 340,000 active; activation, % at 11.4 µM;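 active = activation above a cutoff set at the mean over all compounds plus 3 SD, cut at about 18% in these data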;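 also: higher means more holoenzyme dissociation and a rise in polarization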
Pemphigus Ab inh = blocks pemphigus antibody binding to human desmoglein-3; binding (percent of control), % at 10 µM; DSG3-coupled beads, scFv-anti-DSG3-GFP binding, flow cytometry; hits give low values; AID 588358; 0.48% of 310,000 active; P32926;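 active = binding more than 3 SD below its plate's average and above zero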;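 also: hits lower antibody fragment binding to DSG3; some compounds called inactive have numbers as strong as hits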
PKA-R1A activ = activates the PKA-R1A holoenzyme complex | 0.083% of 340,000 active | PKA-R1A dissociation, Cy5-IP20 fluorescence polarization; scaled: DMSO 0%, 113 µM cGMP 100% | activation, % at 11.4 µM | AID 504707;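 active = percent activation above the mean of all tested compounds plus 3 SD, cut at about 19% in these data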;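 also: higher means more PKAc released from R1A so a rise in polarization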
SUMO Mot1 rescue = SUMOylation pathway inhibition by Mot1-301 growth rescue; S. cerevisiae Mot1-301 growth rescue, ATP luminescence, 38.5C; percent above DMSO median, 100 means doubled; growth rescue, % at 18.8 µM; 1% of 320,000 active; AID 2716;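 active = every valid replicate shows activation above 250% relative to neutral control wells; inactive = the rest, any valid replicate at or below 250%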;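 also: OY570 slx delta 5 strain wells were the positive control but not used for scaling; some compounds called inactive have numbers as strong as hits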
Arr AP2 block = blocks beta-arrestin peptide binding to AP2 adaptin. FITC-arrestin peptide / GST-AP2 beads, flow cytometry; AP2 beta2 appendage carries R879A mutation. inhibition, % at 10 µM. 0.31% of 340,000 active;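 active = inhibition above a set limit, near 3 SD of compounds lacking own fluorescence, cut at about 54% in these data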;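 also: plate controls were DMSO wells for no effect and 5 µM unlabelled arrestin peptide for full effect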
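System: GST-AP2 R879A glutathione beads | Also added: FITC-arrestin peptide, 50 nM | Times: 12 min plus 1 h, RT | Signal: Bead flow cytometry, FITC channel | Buffer or medium: PBS with 0.05% Tween 20 and 0.1% BSA | Read-out basis: Percent drop in bead-associated FITC signal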
SR-BI uptake up = SR-BI HDL lipid transfer activation; activation, % at 12.5 µM; 0.096% of 320,000 active; AID 504775; CHO ldlA[mSR-BI] cells, DiI-HDL uptake fluorescence, 3 h; 100 = double the neutral-control signal;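 active = mean replicate activation of at least 60% and every replicate at or above 60%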;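 also: 0% = median plate neutral-control signal and 100% = twice that signal; values of inactives mirror those of a sister screen read the other way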
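Material – SR-BI-overexpressing, LDLR-lacking CHO cells · Medium – BSA-supplemented, HEPES-buffered Ham's F12, pH 7.4 · Doses – single concentration · Times – compound with DiI-HDL co-incubation, 3 h at 37 °C · Measured by – bottom-read fluorescence, 550/595 nm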
SR-BI HDL uptake = inhibitors of mouse SR-BI mediated HDL lipid uptake; ldlA[mSR-BI] CHO cells, DiI-HDL uptake fluorescence, 3 h; inhibition, % at 12.5 µM; 0.96% of 320,000 active; AID 488896;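 active = mean replicate inhibition of at least 70% and a set share of replicates each scoring 70 or more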;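 also: 0% = median of neutral control wells and 100% = median of positive control wells; values of inactives mirror those of a sister screen read the other way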
Target sequence (Q61009 whole entry, looked up): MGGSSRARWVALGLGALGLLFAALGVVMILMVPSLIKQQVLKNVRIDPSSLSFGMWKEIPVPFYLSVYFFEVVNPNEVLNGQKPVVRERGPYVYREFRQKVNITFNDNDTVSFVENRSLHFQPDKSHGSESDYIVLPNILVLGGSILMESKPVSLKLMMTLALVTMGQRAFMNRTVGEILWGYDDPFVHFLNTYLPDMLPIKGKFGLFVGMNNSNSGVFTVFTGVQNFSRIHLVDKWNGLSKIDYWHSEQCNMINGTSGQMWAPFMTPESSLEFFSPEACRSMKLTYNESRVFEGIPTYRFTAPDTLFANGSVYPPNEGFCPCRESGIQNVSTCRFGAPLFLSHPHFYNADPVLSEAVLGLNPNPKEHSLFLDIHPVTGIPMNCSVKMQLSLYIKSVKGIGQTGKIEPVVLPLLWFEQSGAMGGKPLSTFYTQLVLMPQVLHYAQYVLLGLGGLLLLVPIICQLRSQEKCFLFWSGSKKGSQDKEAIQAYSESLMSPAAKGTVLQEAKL
NSD2 HMT inh = blocks human histone methyltransferase NSD2; O96028; NSD2 peptide methylation, AlphaScreen, 120 min; inhibition, % at 12.5 µM; 0.54% of 310,000 active; in the data active = inhibition above about 50%
dFosB activator = mouse delta FosB homodimer activation; P13346; purified delta FosB, TAMRA-CDK5 oligo fluorescence polarization; percent of positive-control signal above neutral wells; activation, % at 25 µM; 0.99% of 340,000 active;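 active = mean activation above about 17%, with every replicate also reaching it, limit read from the data, passing the limit was not always enough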;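 also: fluorescence polarization rise as delta FosB binds a TAMRA Cdk5 AP-1 oligo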
Target sequence (P13346 whole entry, looked up): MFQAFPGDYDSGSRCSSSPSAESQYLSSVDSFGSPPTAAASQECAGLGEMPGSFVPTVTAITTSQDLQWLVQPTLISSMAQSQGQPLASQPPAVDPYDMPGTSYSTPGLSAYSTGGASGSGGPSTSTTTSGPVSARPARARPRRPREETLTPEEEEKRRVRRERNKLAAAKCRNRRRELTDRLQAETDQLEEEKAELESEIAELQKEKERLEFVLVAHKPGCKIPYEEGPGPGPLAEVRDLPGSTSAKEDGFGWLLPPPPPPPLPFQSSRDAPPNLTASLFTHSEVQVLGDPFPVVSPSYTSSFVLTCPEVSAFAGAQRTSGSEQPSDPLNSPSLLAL
CDK5 inh = inhibitors of human CDK5/p35 kinase | inhibition, % at 10 µM | Recombinant CDK5/p35, ADP-Glo luminescence, 60 min | AID 488839 | 0.01% of 330,000 active | Q00535+Q15078;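 active = highest replicate inhibition of at least 50% and at least 75% of replicates reaching 50%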;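 also: plate controls were DMSO neutral control for no effect and GW8510 at 10 µM for full effect; many of its hits are not listed in these tables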
MITF TRPM1 HTS = activators of MITF-driven TRPM1 promoter activity in SK-MEL-5 cells. activation, % at 12.5 µM. AID 588334. 0.75% of 300,000 active. SK-MEL-5 TRPM1-promoter luciferase, 24 h; % of positive control, neutral wells = 0;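 active = mean activation of at least 80% with every replicate also reaching 80%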;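 also: 0% = neutral control wells and 100% = parthenolide positive control wells; values of inactives mirror those of a sister screen read the other way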
Starred values were filed as active, the others as inactive; i = inactive; nt = not tested or not shown. Rows are unselected; any-hit rate near 4.7%.

PKA-R2B act	Pemphigus Ab inh	PKA-R1A activ	SUMO Mot1 rescue	Arr AP2 block	SR-BI uptake up	SR-BI HDL uptake	NSD2 HMT inh	dFosB activator	CDK5 inh	MITF TRPM1 HTS	SMILES
-12	86	-5	nt	-6	-4	4	28	-9	-7.5	2	CCN(CC)CCC=C(c1cccs1)c1cccs1
-17	105	-5	-5	31	-2	2	-2	7	-0.7	19	Cc1ccc(S(=O)(=O)c2nnn3c2nc(N2CCOCC2)c2ccccc23)c(C)c1
-14	98	-1	6	11	15	-15	-2	-3	-4.6	-1	CCC(C)NC(=O)CSc1ncnc2sccc12 (configuration not stated)
-10	96	-1	-1	3	-47	47	5	-11	0.2	1	CC(C)=NNc1nc(-c2ccccc2)c(C)s1
-4	95	-3	-18	32	-11	11	0	3	0.5	7	COc1ccc(OC)c(CNC(=O)C2CCC(=O)N2C(C)C)c1 (configuration not stated)
-3	98	-7	-4	20	22	-22	0	-3	0.4	9	COc1ccc(/C=N/c2oc(-c3ccccc3)cc2C#N)cc1
6	98	0	nt	-6	4	-4	8	-7	1.6	37	COC(=O)c1oc2ccc(Cl)cc2c1N
-4	98	11	-14	0	9	-9	6	-4	-2.0	19	CCN(C(=O)c1ccc(S(C)(=O)=O)cc1)C12CC3CC(CC(C3)C1)C2
-7	98	-6	1	5	-16	16	0	3	-1.4	77	O=C(/C=C\c1ccc(-c2cccc([N+](=O)[O-])c2)o1)N1CCOCC1
-2	103	7	84	-4	15	-15	0	-2	-1.0	13	CCOC(=O)C1CCN(Cc2cnc(Oc3ccc(N)cc3)s2)CC1
-4	85	-8	252	28	-2	2	1	0	-0.5	-19	COc1ccc(F)cc1C(=O)C1CCCN(Cc2cccn2-c2ccccn2)C1 (configuration not stated)
-7	102	-1	6	21	9	-9	-1	0	-3.6	-9	COc1ccc(NC(=O)CCSc2ccc(C)cc2)cc1
-4	103	1	5	3	-8	8	-1	0	2.6	8	CCCCC(=O)Nc1nnc(SCC(=O)Nc2ccc(OC)cc2)s1
-6	56	-3	2	2	15	-15	0	1	-5.6	1	COc1ccc(S(=O)(=O)N(CC(=O)NCCC(C)C)c2ccccc2)cc1OC
-9	101	-1	88	-5	-19	19	-2	-6	1.0	-84	Cc1ccc(S(=O)(=O)Nc2cccc3cccnc23)cc1
-1	97	-10	283	-8	-14	14	3	-5	1.9	-25	COc1ccc(Cl)cc1NC(=O)Cn1nc(-c2ccc(C)cc2)n(C)c1=S
-15	nt	-3	21	5	-4	4	0	-4	1.3	4	CC(C)N(Cc1ccccc1)C(=O)CN1C(=O)NC2(CCOc3ccccc32)C1=O (configuration not stated)
-9	97	4	381	-13	36	-36	2	-6	1.5	13	Cc1cccc(C)c1NC(=O)CSc1ncnc2nc[nH]c12
-13	105	0	-1	2	8	-8	-2	3	-10	6	Cc1ccc(/C=C/C(=O)NCc2cccs2)o1
-9	96	-2	-1	11	50	-50	-3	-4	-1.3	2	O=C(Nc1cccnc1)c1cccc(F)c1

Just PKA-R2B act, for 2 of the compounds above:
Molecule | PKA-R2B act
COC(=O)c1oc2ccc(Cl)cc2c1N | 6
CCN(C(=O)c1ccc(S(C)(=O)=O)cc1)C12CC3CC(CC(C3)C1)C2 | -4

Later entries:
PKA-R2B act	Pemphigus Ab inh	PKA-R1A activ	SUMO Mot1 rescue	Arr AP2 block	SR-BI uptake up	SR-BI HDL uptake	NSD2 HMT inh	dFosB activator	CDK5 inh	MITF TRPM1 HTS	SMILES
2	115	-3	5	5	-7	7	0	6	0.9	16	COc1cccc(C2CC(c3cccs3)=NN2C(=O)CCC(=O)O)c1OC (configuration not stated)
-3	105	12	1	16	24	-24	0	-3	-0.5	-10	COc1cccc(CN2CCC(C(=O)N3CCN(c4ccccc4F)CC3)CC2)c1OC
-12	114	-22	0	-2	-23	23	-3	-17	-9.6	-8	COCCOc1ccc(C(F)(F)F)cc1NC(=O)CN1C(=O)NC2(CCCc3ccccc32)C1=O (configuration not stated)
6	117	-6	154	14	19	-19	-2	1	1.6	3	CC(=O)Nc1ccc(OCC(O)Cn2cncn2)cc1 (configuration not stated)
-6	98	3	-10	2	6	-6	-3	1	3.7	-2	O=C(Cc1cn2ccsc2n1)NCc1ccccc1
-8	98	-5	3	2	-9	9	4	5	0.6	-1	CC1=CC(C)(C)n2c(O)c(N=N)c3c(C)ccc1c32
0	103	-2	9	5	-8	8	17	-7	-0.5	-4	O=[N+]([O-])c1cc(C(F)(F)F)ccc1Sc1nccn1Cc1ccccc1
-1	108	0	14	1	29	-29	nt	6	-2.1	7	COc1ccc(NC(=O)c2cc(Cl)ccc2Cl)c([N+](=O)[O-])c1
-4	99	-6	-4	-14	-3	3	4	-8	-0.4	-4	COc1ccc(C2C(C(=O)/C=C/c3ccco3)=C(O)C(=O)N2CCN2CCOCC2)cc1 (configuration not stated)
6	109	-6	18	-2	11	-11	nt	-1	-14	-1	Cc1cc(/C=N/n2cnnc2)c(C)n1-c1cccc(C(=O)O)c1
-10	96	5	4	5	7	-7	-1	1	-0.4	0	CC1CN(S(=O)(=O)c2ccc(C(=O)Nc3nncs3)cc2)CC(C)O1 (configuration not stated)
3	121	5	-29	-35	15	-15	17	-6	2.6	-15	CCN1C(=O)/C(=C2/C=Cc3cc(C)ccc3N2CC)N(C)C1=S
-6	104	-3	-7	-1	0	0	-1	-2	-7.6	3	CC(NC(=O)CCNC(=O)c1ccccc1Cl)C1CC2CCC1C2 (configuration not stated)
-8	104	-6	-3	23	-55	55	-8	0	-0.9	-15	CCOC(=O)CC1(NC(=O)c2cc(COc3ccc(F)c(F)c3)on2)CCCCC1
-14	93	-1	12	3	-3	3	-5	4	0.3	31	O=C(NCCSCc1c(F)cccc1Cl)c1ccco1
0	101	-7	194	16	nt	nt	-1	0	-0.4	103*	O=[N+]([O-])c1ccc(Cc2nnc(-c3ccccc3Cl)o2)cc1
5	96	7	32	21	-13	13	0	0	-1.7	-5	Cc1noc(C)c1CSc1ccccc1C(=O)Nc1nccs1
1	88	4	-13	7	6	-6	-2	-9	0.3	-16	CC(C)C[C@H](NC(=O)N1CCn2c1nc1ccccc12)C(=O)NCc1ccccc1
12	92	1	10	-4	-3	3	-2	-13	-1.0	9	O=C(Nc1ccc(Cl)cc1C(=O)NCc1cccnc1)c1ccco1
1	nt	2	i	9	-13	13	3	-5	-1.8	nt	O=C(c1cnccn1)N1CCc2ccccc21

Following part.
PKA-R2B act	Pemphigus Ab inh	PKA-R1A activ	SUMO Mot1 rescue	Arr AP2 block	SR-BI uptake up	SR-BI HDL uptake	NSD2 HMT inh	dFosB activator	CDK5 inh	MITF TRPM1 HTS	SMILES
-5	nt	5	5	-2	0	0	1	3	-0.3	3	O=C(Cn1[nH]c(=O)c2ccccc2c1=O)NC1CCCCCC1
-2	98	3	-7	2	14	-14	4	-6	1.3	-1	CN1CCN(C(CNS(=O)(=O)c2ccc(F)cc2)c2cccnc2)CC1 (configuration not stated)
-3	98	6	-7	0	8	-8	-4	-3	-2.5	23	COC(=O)C1CCCN1C(=O)COc1ccc(Cl)cc1Br (configuration not stated)
0	101	8	-2	7	22	-22	-1	-4	1.7	26	O=C(Nc1ccccc1)NC1CCCCC1
-12	nt	-3	-4	1	3	-3	-2	0	2.1	7	Cc1cccc2cc(COC(=O)c3ccccn3)c(=O)[nH]c12
2	85	5	-6	12	1	-1	1	38*	1.3	7	O=[N+]([O-])c1ccc2[nH]c3nc4ccccc4nc3c2c1
1	102	0	4	6	4	-4	1	2	0.0	nt	O=C(CSc1nnc(-c2cnccn2)n1Cc1ccco1)c1ccc(Cl)c(Cl)c1
-4	107	1	-20	12	22	-22	1	-9	1.3	32	O=C(CSc1nncs1)Nc1ccc2c(c1)OCCO2
-1	nt	-7	-2	-5	-15	15	-2	-26	-0.6	-5	Cc1c(C(=O)NCCSCc2cccc(C(F)(F)F)c2)cnn1-c1ccc(F)cc1
1	98	3	-11	-7	-13	13	1	-28	1.5	42	COc1ccc2cc3cc(C(=O)N4CCCCC4C)oc3nc2c1 (configuration not stated)
-7	94	-2	-1	-9	3	-3	-1	-8	-1.2	9	COc1ccc(NC(=O)Oc2cc(C)ccc2C(C)C)cc1
-4	nt	-6	nt	-16	26	-26	nt	1	0.3	-6	CC(C)(C)NC(=O)C(c1ccncc1)N(C(=O)Cn1nnc(-c2cccs2)n1)C1CCCCC1 (configuration not stated)
5	102	-4	-8	-12	8	-8	-3	-3	-1.1	-2	CC(=O)N1CCc2cc(S(=O)(=O)NCCC(=O)NC3CCCCCC3)ccc21
5	101	-7	-6	-8	-3	3	nt	-12	1.0	-8	COc1ccc(C)cc1NC(=O)CSc1nc(=O)n(CCCN2CCOCC2)c2c1CCCC2
3	97	-3	-10	20	4	-4	nt	-9	0.5	1	CC(=O)C1C(c2ccc(OC(F)F)cc2)NC(=O)NC1(O)C(F)(F)F (configuration not stated)
1	90	-2	21	-7	-24	24	nt	2	-0.2	10	CC(C)C[C@H](NC(=O)OC(C)(C)C)C(=O)N[C@@H](CO)[C@H](O)[C@@H]1C[C@@H]1C(=O)N1CCCC1
3	95	-8	15	2	17	-17	-2	1	1.3	-8	COc1cc(CCC(=O)Nc2ccncc2Cl)cc(OC)c1OC
8	97	-2	-1	6	5	-5	-1	0	-1.4	-13	CC(C)c1nccn1S(=O)(=O)c1cc([N+](=O)[O-])ccc1Cl
-9	112	2	64	14	-17	17	3	-11	-3.9	-18	CCCCc1nc2n[nH]c(N)c2c2c1CCC2
-10	106	-5	14	20	-7	7	nt	-3	-2.5	-21	C[C@H](CO)N1C[C@H](C)[C@@H](CN(C)S(=O)(=O)c2ccc(F)cc2)Oc2ccc(NC(=O)Cc3cn(C)c4ccccc34)cc2C1=O

Grouped by structure: those above with a COOH group (2)
PKA-R2B act	Pemphigus Ab inh	PKA-R1A activ	SUMO Mot1 rescue	Arr AP2 block	SR-BI uptake up	SR-BI HDL uptake	NSD2 HMT inh	dFosB activator	CDK5 inh	MITF TRPM1 HTS	SMILES
2	115	-3	5	5	-7	7	0	6	0.9	16	COc1cccc(C2CC(c3cccs3)=NN2C(=O)CCC(=O)O)c1OC (configuration not stated)
6	109	-6	18	-2	11	-11	nt	-1	-14	-1	Cc1cc(/C=N/n2cnnc2)c(C)n1-c1cccc(C(=O)O)c1
